PfGluPho inh: PfG6PD (Plasmodium falciparum) enzyme inhibition | hit rate 0.78% among 350,000 | inhibition, % at 20 µM | PfGluPho enzyme, NADPH resazurin-diaphorase fluorescence;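 active means inhibition reaching at least a set limit at 20 µM in the primary screen, cut at about 59% in these data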;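 further: 0% = DMSO wells with substrate and 100% = DMSO wells lacking glucose-6-phosphate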
SENP7 inh: SENP7 protease inhibition | recombinant SENP7, Z-RLRGG-aminoluciferin luminescence, 40 min | inhibition, % at 5 µM | hit rate 1.5% among 330,000;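 active means inhibition above about 50% at the single test dose, limit read from the data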;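 further: plate controls were DMSO with enzyme for no effect and no enzyme buffer wells for full effect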
SENP8 block-1: SENP8 (human) protease inhibition; recombinant SENP8, Nedd8 substrate fluorescence; inhibition, % at 20 µM; AID 602440; hit rate 0.64% among 360,000; in the data active means inhibition mostly above about 40%, no sharp cut-off; inactive means mostly below about 27%
HKDC1 inhibitor: blocks human hexokinase HKDC1 activity; recombinant HKDC1, G6PDH/diaphorase resazurin coupled fluorescence; hit rate 0.16% among 340,000; AID 493160; inhibition, % at 20 µM;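 active means inhibition above about 35% when tested at 20 µM, limit read from the data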;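 further: plate controls were DMSO wells with enzyme for no effect and DMSO wells lacking enzyme for full effect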
Target sequence (Q2TB90 whole entry, looked up): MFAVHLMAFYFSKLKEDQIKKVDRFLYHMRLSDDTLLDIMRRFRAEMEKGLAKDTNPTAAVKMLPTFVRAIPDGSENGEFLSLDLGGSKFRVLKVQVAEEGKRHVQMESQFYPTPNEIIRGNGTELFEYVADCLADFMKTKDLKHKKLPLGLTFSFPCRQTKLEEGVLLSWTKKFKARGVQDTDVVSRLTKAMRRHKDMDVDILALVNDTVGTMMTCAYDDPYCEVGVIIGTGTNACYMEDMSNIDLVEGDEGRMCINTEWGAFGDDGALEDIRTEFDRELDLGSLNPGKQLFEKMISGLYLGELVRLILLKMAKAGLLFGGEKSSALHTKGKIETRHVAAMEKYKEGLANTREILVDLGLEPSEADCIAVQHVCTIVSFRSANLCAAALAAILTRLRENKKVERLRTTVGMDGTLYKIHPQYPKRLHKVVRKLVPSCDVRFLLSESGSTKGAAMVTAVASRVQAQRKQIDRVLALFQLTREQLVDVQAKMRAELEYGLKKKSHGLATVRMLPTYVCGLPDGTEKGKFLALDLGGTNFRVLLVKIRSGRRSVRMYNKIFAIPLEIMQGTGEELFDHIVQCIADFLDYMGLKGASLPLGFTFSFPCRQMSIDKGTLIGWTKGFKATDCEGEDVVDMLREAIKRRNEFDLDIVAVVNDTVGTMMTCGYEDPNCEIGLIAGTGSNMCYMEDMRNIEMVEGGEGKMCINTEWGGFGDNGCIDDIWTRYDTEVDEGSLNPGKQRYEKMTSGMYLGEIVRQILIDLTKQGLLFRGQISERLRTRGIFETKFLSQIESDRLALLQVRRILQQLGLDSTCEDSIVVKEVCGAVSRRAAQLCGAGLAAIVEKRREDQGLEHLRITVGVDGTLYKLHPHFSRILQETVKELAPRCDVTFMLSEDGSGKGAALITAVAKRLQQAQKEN
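Material: recombinant HKDC1 hexokinase; Amount: HKDC1 at 5 µg/mL; Medium: Tris pH 8.0 buffer with MgCl2, Tween-20, BSA, BME; Schedule: 90 min reaction incubation at room temperature, dark; Technique: coupled resazurin fluorescence, excitation 525 nm, emission 613 nm.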
SENP6 inh: blocks the human protease SENP6; inhibition, % at 10 µM; hit rate 1.8% among 330,000; Q9GZR1; Recombinant SENP6 catalytic domain, aminoluciferin luminescence; AID 2599;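 active means inhibition above about 50% at the single tested dose, limit read from the data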;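 further: plate controls were DMSO wells with enzyme for no effect and DMSO wells lacking enzyme for full effect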
SENP8 block-2: SENP8 protease inhibition. Q96LD8. purified SENP8, Z-RLRGG-aminoluciferin cleavage, luminescence. inhibition, % at 10 µM. hit rate 1.2% among 330,000. AID 2540; in the data active means inhibition above about 50%
SENP1 FRET inh: blocks the human SENP1 SUMO protease catalytic domain | Q9P0U3 | inhibition, % at 10 µM | recombinant SENP1 catalytic domain, CyPet-SUMO1-YPet FRET cleavage | AID 624204 | hit rate 0.21% among 360,000;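 active means inhibition at least 30% at 10 µM, raw YFP signal under a set limit, fluorescence ratio 0.5 to 1.5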;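 further: 0% = enzyme with DMSO and 100% = no enzyme wells; some results filed as inactive read as strong as hits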
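Test system: recombinant human SENP1 catalytic domain, His6-tagged / Medium: pH 8 Tris buffer with EDTA, NaCl, BME, BSA, NP40, catalase / Also added: SUMO1 FRET substrate flanked by Cypet and Ypet, 25 nM / Times: 50 min reaction at room temperature / Signal: FRET, CFP and YFP emission / Control set: no-enzyme low control and enzyme-plus-DMSO high control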
Apaf-1 inh: inhibitors of human Apaf-1 apoptosome. O14727. reconstituted apoptosome caspase-3 activity, DEVD-Rh110 fluorescence. inhibition, % at 20 µM. hit rate 0.71% among 330,000; active means inhibition of at least 40% at 20 µM;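 further: plate controls were DMSO wells for no effect and DEVD-CHO caspase inhibitor wells for full effect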
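System: reconstituted apoptosome with Apaf-1, cytochrome c, caspase-9, procaspase-3, dATP; Signal: Rh110 fluorescence intensity; Schedule: 30 min compound preincubation, 50 min activation, room temperature; Reagent: cytochrome c trigger plus (Z-DEVD)2-Rh110 caspase-3 substrate.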
Numbers without * were called inactive; x = not tested or not shown; & = joins results of further samples. These rows are one share of the data. The share of hits here may be higher or lower than overall.

SMILES | PfGluPho inh | SENP7 inh | SENP8 block-1 | HKDC1 inhibitor | SENP6 inh | SENP8 block-2 | SENP1 FRET inh | Apaf-1 inh
O=C1CN=C(c2ccc(Cl)cc2)c2oc3ccccc3c2N1 | -11 | 5 | 5 | -3 | -6 | 0 | 0 | 0
COc1cccc(CCNCc2ccc(SC)cc2)c1 | -12 | 0 | 20 | 10 | 2 | 15 | 2 | -8
Cc1ccc2cccc(OC(=O)N3CCCC3)c2n1 | 8 | 1 | 10 | -8 | -4 | -1 | 2 | -3
CCOC(=O)C1=C(N)Oc2cc(C)oc(=O)c2C12C(=O)N1c3c(cc(OC)cc32)C(C)=CC1(C)C (stereo unspecified) | 4 | -4 | 5 | -9 | 1 | -7 | 1 | -8
O=C(CN1CCCCC1)c1ccc(F)cc1 | 9 | -3 | 22 | -7 | 14 | 2 | 0 | -26
O=P1(NC2CCCC2)COc2ccccc2OC1 | -3 | 0 | 20 | -2 | 3 | -4 | 4 | -5
Cc1ccc(N/N=C/c2c(O)n(-c3ccccc3)c(=O)[nH]c2=O)cc1 | 3 | -7 | -4 | 3 | -15 | -4 | -8 | 6
O=C(O)CCn1cc(C=C2C(=O)NC(=O)NC2=O)c(-c2cc3ccccc3oc2=O)n1 | -1 | 0 | -42 | -11 | -5 | 1 | -2 | 5
CN(c1ccccc1)c1ccc([N+](=O)[O-])c2nonc12 | 37 | 9 | 44* | 0 | 0 | 6 | 13 | 14
CCOP(=O)(OCC)C(NC(=O)c1cccc([N+](=O)[O-])c1)C(Cl)(Cl)Cl (stereo unspecified) | -4 | 0 | 18 | 1 | -13 | 5 | 1 | -18
O=C(C1CC(c2ccccc2O)=NO1)N1CCC2(CC1)OCCO2 (stereo unspecified) | -5 | 3 | 4 | 13 | 12 | 7 | 1 | -6
CCC(C)n1c(O)c(C(c2ccccn2)c2c(O)n(C(C)CC)c(=S)[nH]c2=O)c(=O)[nH]c1=S (stereo unspecified) | -1 | 6 | 18 | -4 | 6 | 4 | -3 | -11
O=C(C(=O)N1CCOCC1)c1cn(Cc2ccc(F)cc2)c2ccccc12 | 13 | 5 | 12 | 2 | -9 | -3 | 1 | 0
c1ccc2sc(NC3=NCCN3)nc2c1 | 1 | -5 | 12 | -2 | -14 | -22 | 0 | -7
CC1([N+](=O)[O-])COP(=O)(NC2CCCC2)OC1 (stereo unspecified) | -2 | x | -18 | -6 | x | x | 3 | x
Cc1nn(Cc2ccccc2)c(C)c1C(=O)NC1CCCc2ccccc21 (stereo unspecified) | -20 | -2 | 8 | -6 | -8 | -10 | 2 | -1
CCN(CC)C(=O)c1ccc2c(c1)C1C=CCC1C(C(=O)O)N2 (stereo unspecified) | 13 | 7 | 27 | 6 | 14 | 9 | -95 | 33
CCn1ccnc1CN1CCCC(C(=O)c2cccc(C(F)(F)F)c2)C1 (stereo unspecified) | 1 | -11 | 2 | -5 | -20 | -6 | 4 | -8
CC(N)C(=O)OC(C)(C)Cc1ccc(Cl)cc1 (stereo unspecified) | -2 | 13 | 10 | -3 | -10 | -8 | 0 | 8
CCCCSP1(=S)NCCCO1 (stereo unspecified) | -10 | 3 | 24 | 5 | -7 | 1 | 1 | 0
NP(=O)(OCC(F)(F)F)Oc1cccc2ccccc12 (stereo unspecified) | 1 | 6 | -13 | 9 | 2 | 1 | -1 | -11
CCN(CC)c1ccc(CNCCc2ccc(F)cc2)cc1 | -4 | 8 | 19 | -2 | -8 | -3 | 2 | -13
Nc1nonc1C(=O)N/N=C/c1ccc([N+](=O)[O-])o1 | 12 | 3 | 34 | -3 | 13 | 9 | 2 | 11
O=c1c2ccccc2nc(/C=C/c2ccccc2)n1-c1ccccc1O | 44 | -3 | -15 | 5 | -18 | -11 | 1 | 11

Only PfGluPho inh, HKDC1 inhibitor and SENP7 inh (two entries from above):
Structure	PfGluPho inh	HKDC1 inhibitor	SENP7 inh
O=P1(NC2CCCC2)COc2ccccc2OC1	-3	-2	0
Cc1ccc(N/N=C/c2c(O)n(-c3ccccc3)c(=O)[nH]c2=O)cc1	3	3	-7

The listing continues.
SMILES | PfGluPho inh | SENP7 inh | SENP8 block-1 | HKDC1 inhibitor | SENP6 inh | SENP8 block-2 | SENP1 FRET inh | Apaf-1 inh
O=C(N/N=C/c1c(O)n(Cc2ccccc2)c(=O)[nH]c1=O)c1ccncc1 | -13 | -7 | -434 | -9 | -13 | -4 | -66 | -24
O=C(CCNC(=O)N1C[C@H]2C[C@@H](C1)c1cccc(=O)n1C2)Nc1cccc(Cl)c1 | 19 | 8 | 18 | 5 | -16 | -13 | 2 | -4
COc1ccc(OC)c(NC2=NCCS2)c1 | 5 | -1 | 2 | -3 | -9 | -14 | 2 | -1
Cc1ccc2[nH]c(C)c(CCNCc3cccnc3)c2c1 | -17 | 3 | -19 | -1 | 16 | 5 | -4 | 8
CNC(C(=O)c1ccccc1)C(OC(C)C)c1ccc(Cl)cc1 (stereo unspecified) | -6 | 3 | 1 | -4 | 1 | 1 | 2 | 2
O=c1[nH]c(=O)n(CCC2=CCCCC2)c(O)c1/C=N/N1CCOCC1 | 2 | 4 | 7 | 0 | -17 | -11 | 1 | -2
c1ccc(C[n+]2ccccc2)cc1 | -8 | -4 | -2 | 1 | -7 | 4 | 1 | 1
OC(c1ccccc1)(c1ccc(Cl)cc1)C1CN2CCC1CC2 (stereo unspecified) | -4 | -6 | 20 | -4 | -19 | -8 | 2 | -5
Cc1c(C)c2ccc(OCC(=O)N3CCC(C(=O)O)(c4ccccc4)CC3)c(C)c2oc1=O | -9 | -7 | 8 | 1 | -10 | -5 | 1 | 22
CC(=O)Nc1ccc(OCCF)cc1 | -18 | 4 | 9 | -6 | 8 | 7 | 1 | 3
CCCCn1c(O)c(/C=N/NC(=O)c2ccncc2)c(=O)[nH]c1=S | -1 | 3 | -434 | -5 | 0 | 0 | -37 | -7
COc1ccc(C2(C#N)CCN(C)CC2)cc1 | 18 | -3 | 14 | -7 | 4 | 0 | 1 | -8
Cc1ccc(N2C(=O)NC(=O)/C(=C/c3ccoc3)C2=O)cc1 | 22 | x | -30 | 39* | x | x | 1 | x
Cc1nn(CCC#N)c2c1P(=S)(N1CCCC1)OC(c1ccc(F)cc1)=N2 (stereo unspecified) | 65* | 3 | 9 | -11 | -12 | -1 | 0 | -4
CC(=NCCCn1ccnc1)c1c(O)n(C)c(=O)n(C)c1=O | -5 | 6 | 10 | -10 | -17 | 2 | 0 | -9
O=C1CN=C(c2ccccc2)c2c(sc3c2CCCC3)N1 | 19 | -6 | 6 | -1 | -16 | -7 | 0 | 14
Cc1cccc(-n2c(C)nc3ccccc3c2=O)n1 | -3 | 5 | 13 | -5 | -1 | -6 | 0 | 3
Cc1nn(Cc2ccccc2Cl)c(Cl)c1C(=O)OCC(=O)NC(=O)NC1CCCCC1 | -34 | -1 | 13 | 0 | -1 | -7 | 1 | 14
O=C1NC(=O)C(C/C=C/c2ccccc2)C(=O)N1 | -11 | 1 | 17 | 8 | -5 | 1 | 0 | 2
O=C(O)C12C3CCCC1C32c1ccccc1 (stereo unspecified) | 6 | -3 | 12 | -8 | -5 | -1 | 2 | -11
COC1=C(C)C(=O)O[C@]12C(=O)C(C)=C1CCCCN3[C@H]([C@@H]4C[C@H](C)C(=O)O4)CC[C@]132 | 1 | 2 | 17 | 2 | -1 | -4 | 1 | 0
Cc1ccc(-n2c(O)c(C=NCCN(C)C)c(=O)[nH]c2=O)cc1 | 2 | -11 | 26 | -10 | -16 | -10 | -1 | -3
COc1ccc(CN2CCN(c3ccccc3)CC2)c(C)c1C | -5 | 3 | 14 | 0 | -15 | 0 | 1 | 5
N/C(=N\[N+](=O)[O-])N1CCN(C(=O)Oc2ccccc2)CC1 | -13 | -3 | 6 | -4 | -7 | -2 | 2 | 3

In another format: results already given
molecule	PfGluPho inh	SENP7 inh	SENP8 block-1	HKDC1 inhibitor	SENP6 inh	SENP8 block-2	SENP1 FRET inh	Apaf-1 inh
COc1ccc(OC)c(NC2=NCCS2)c1	5	-1	2	-3	-9	-14	2	-1
O=C(O)CCn1cc(C=C2C(=O)NC(=O)NC2=O)c(-c2cc3ccccc3oc2=O)n1	-1	0	-42	-11	-5	1	-2	5

More records:
SMILES | PfGluPho inh | SENP7 inh | SENP8 block-1 | HKDC1 inhibitor | SENP6 inh | SENP8 block-2 | SENP1 FRET inh | Apaf-1 inh
CC(C(N)=O)N1CC(c2ccc(Cl)cc2)CC1=O (stereo unspecified) | -8 | -8 | 18 | 5 | -13 | 0 | 3 | -12
Cc1cccc(-n2c(O)c(/C=N/N3CCOCC3)c(=O)[nH]c2=S)c1 | 9 | -9 | 18 | -7 | -3 | -2 | 1 | 4
O=C(O)COc1ccccc1 | 10 | -2 | 14 | -5 | -23 | -6 | 1 | 7
C=C1C(=O)O[C@H]2C[C@@H](C)[C@@H]3C=CC(=O)[C@@]3(C)C[C@H]12 | 9 | -1 | x | -1 | -4 | -10 | x | -5
CN1C(=O)NC(=O)/C(=C/c2ccc([N+](=O)[O-])s2)C1=O | 81* | 6 | 58* | 5 | 50 | 33 | 5 | 15
CCOC(=O)c1c(/N=C/C2C(=O)NC(=S)NC2=O)sc(C)c1C | x | 4 | x | x | -15 | -2 | x | 4
CCCCn1c(=O)c(C(=O)NCc2ccncc2)c(O)c2ccccc21 | -28 | 6 | -18 | -3 | 6 | -4 | 3 | 21
CC(C)c1ccc(N=Nc2c(O)[nH]c(=O)[nH]c2=O)cc1 | -14 | 1 | 24 | -1 | -8 | -9 | -24 | -3
CCC1(CCO)C(=O)NC(=S)NC1=O | 0 | x | 22 | -9 | x | x | 0 | x
COC(=O)C(O)(c1c(C)[nH]c2ccccc12)C(F)(F)F (stereo unspecified) | 24 | -1 | 17 | 0 | -3 | -2 | -7 | -6
Cc1ccccc1-n1c(O)c(/C=N/c2nccs2)c(=O)[nH]c1=O | -7&-5 | 9&5 | 10&2 | -4&7 | 12&17 | 1&-7 | 5&-3 | 0&-1
CCNC(=O)[C@H]1O[C@@H](n2cnc3c(N)ncnc32)[C@H](O)[C@@H]1O | -15 | 8 | 0 | 3 | 4 | -1 | 1 | -1
Cc1cc(OC(=O)c2ccco2)c2c3c(c(=O)oc2c1)CCCC3 | 5 | 1 | 28 | 8 | -20 | -11 | -14 | 8
O=C(c1ccc2c3c(cccc13)CC2)C1CCCN(Cc2ncc[nH]2)C1 (stereo unspecified) | 8 | -2 | -148 | -8 | -41 | -13 | -10 | 26
CCN1/C(=C\C=C\C2=[N+](CC)c3ccccc3C2(C)C)C(C)(C)c2ccccc21 | -196 | 17 | 18 | 17 | 7 | 25 | 64* | 56*
CC(=NCC1CCCO1)c1c(O)n(C)c(=O)n(C)c1=O (stereo unspecified) | 4 | -1 | 8 | -3 | -16 | -8 | 0 | 14
N#Cc1cc2c(nc1SCC(=O)Nc1ccc(Cl)cc1)C1CCN2CC1 | 10 | 0 | -4 | -3 | 3 | 2 | -4 | -9
O=C1NC(=O)N(Cc2ccccc2)C(=O)/C1=C/c1cnn(-c2ccccc2)c1 | x | 0 | x | x | -16 | 3 | x | 12
O=C(N/N=C/c1c(O)n(C2CCCCC2)c(=S)[nH]c1=O)c1ccccc1 | -35 | 9 | -205 | -4 | 18 | 11 | -21 | 12
COc1ccc(CN2CCN(Cc3ccccc3F)CC2)cc1 | -8 | 1 | 18 | 2 | -21 | 3 | 3 | 0
